TDP1 cell noCPT: qHTS for Inhibitors of human tyrosyl-DNA phosphodiesterase 1 (TDP1): qHTS in cells in absence of CPT. Potency, µM (top dose mostly 46.2 µM), for the others: at the highest dose activity change, negative = growth inhibition, most hits filed as inhibitors. AID 686978, 2013. DT40 Tdp1-/- hTDP1 cells, no CPT, ATP luminescence, 48 h. actives 15% (n = 420,000); further: nearly all actives have a fitted effect of over 55% in size
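Chicken DT40 Tdp1-/- cells stably complemented with human TDP1 were seeded at 400 cells/well with DMSO in place of 20 nM camptothecin. After compound pinning, cells grew at least 48 hr at 37 °C; viability read by CellTiter-Glo luminescence.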
N370S GC: inhibits or activates N370S mutant glucocerebrosidase; P04062; N370S GC spleen homogenate, 4MU-glucoside fluorescence; Potency, µM (doses to about 59.4 µM), inactives show at the highest dose activity change, negative = inhibition, most hits filed as inhibitors; actives 0.092% (n = 330,000); AID 2101;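 further: 0% = full enzyme activity and -100% = no enzyme basal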
TDP1 block: TDP1 (human) enzyme inhibition. recombinant TDP1, AlphaScreen DNA substrate cleavage. Potency, µM (top dose mostly 130 µM), for inactives: at the highest dose activity change, negative = inhibition, hits mostly inhibitors. actives 0.28% (n = 350,000); further: nearly all actives have a fitted effect of over 40% in size
Target sequence (Q9NUW8 whole entry, looked up): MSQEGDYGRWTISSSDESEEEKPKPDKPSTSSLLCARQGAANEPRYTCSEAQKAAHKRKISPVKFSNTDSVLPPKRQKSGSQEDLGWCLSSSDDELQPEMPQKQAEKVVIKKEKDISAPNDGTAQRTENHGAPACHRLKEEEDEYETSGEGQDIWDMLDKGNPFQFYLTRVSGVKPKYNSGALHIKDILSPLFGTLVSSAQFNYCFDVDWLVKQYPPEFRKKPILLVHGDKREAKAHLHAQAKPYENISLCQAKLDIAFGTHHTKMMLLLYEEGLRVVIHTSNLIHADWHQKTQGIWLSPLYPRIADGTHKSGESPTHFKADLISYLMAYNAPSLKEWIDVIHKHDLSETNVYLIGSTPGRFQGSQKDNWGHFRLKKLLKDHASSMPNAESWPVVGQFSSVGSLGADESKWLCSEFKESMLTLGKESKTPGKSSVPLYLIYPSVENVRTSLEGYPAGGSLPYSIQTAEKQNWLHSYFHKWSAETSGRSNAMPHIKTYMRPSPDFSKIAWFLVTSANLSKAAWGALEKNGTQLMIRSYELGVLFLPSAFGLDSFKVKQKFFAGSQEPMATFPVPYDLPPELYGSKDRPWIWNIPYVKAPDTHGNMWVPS
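E. coli-derived human Tdp1, 1 nM final. Cpd preinc 15 min RT; substrate 15 nM final, 5 min RT; AS bead mix 10 ug/ml final, 10 min RT. Signal loss = tyrosine-FITC cleavage. No-enzyme wells = max signal.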
The depositor's hits bear a star; ? = inconclusive; . = not tested or not shown; [ ] = dose if it differs, or a comment. The call rests on the fitted dose curve; in most records, active means well fitted curve in the direction sought with a large enough effect; inconclusive means small, poorly fitted or top-dose-only effect, or another doubt; inactive means no such curve, though single readings can be large; an effect the other way counts as inactive or inconclusive. Unless noted, on the % scale 0 is the no-effect control and ±100 the full control effect; potency means the concentration at half of the fitted maximal effect. The list is partial. The share of hits here may be higher or lower than overall.

[1] O=C(O)CC(C(=O)NCc1ccccc1)C1CCCO1 (stereo not given)
[2] CCOC(CNC(=O)c1cc2c(=O)n(CC)c3ccccc3c2s1)OCC
[3] Cc1nc(-c2ccccc2)sc1C(=O)/C=C/c1ccc(Cl)cc1
[4] COc1cc(S(=O)(=O)Nc2cccc3cn[nH]c23)c(OC)cc1C
[5] COc1ccc(CN(C(=O)CCC(=O)N2CCCCC2)c2nccs2)cc1OC
[6] Cc1ccc(S(=O)(=O)N2CCN(C(=O)COC(=O)CCOc3ccccc3C)CC2)c(C)c1
[7] Cc1noc(C)c1NC(=O)N(C)C[C@H]1Oc2ccc(NC(=O)c3ccncc3)cc2C(=O)N([C@H](C)CO)C[C@@H]1C
[8] CCCCN1C(=O)CC(Nc2ccc(CC)cc2)C1=O (stereo not given)
compound no.	1	2	3	4	5	6	7	8
TDP1 cell noCPT	8.4%	?	23.1µM*	?	?	1.0%	2.9%	-21.9%
N370S GC	0.8%	-5.6%	2.3%	-14.0%	3.6%	-5.0%	.	-0.1%
TDP1 block	-6.1%	.	4.3%	5.7%	5.1%	-5.9%	0.5%	1.0%

[9] CCCNC(=O)OC[C@@H]1O[C@H](CCO/N=C\c2ccc(C(=O)N3[C@H](c4ccc(C)cc4)[C@@H](C)CC[C@H]3C(=O)OC)cc2)C=C[C@@H]1Oc1ccc(OC)cc1
[10] Cc1cc(C)c(NC(=O)CCCN2CCN(C)CC2)c(C)c1
[11] COc1ccc(CCNC(=O)CC(NS(=O)(=O)c2ccc(NC(C)=O)cc2)C(C)C)cc1OC (stereo not given)
[12] COCCCN(C(=O)c1cc(-c2ccco2)nc2ccccc12)c1c(N)n(Cc2ccccc2)c(=O)[nH]c1=O
[13] COc1ccc2c(CC(=O)Nc3ccc(OC)c(S(=O)(=O)N4CCOCC4)c3)coc2c1
[14] COC(=O)Cc1cc(OC)c(OC)cc1Cc1cc(OC)c(OC)cc1CC(=O)OC
[15] CSc1nc2c(c(=O)[nH]1)C(c1ccccc1)C1=C(CC(C)(C)CC1=O)N2 (stereo not given)
[16] Brc1ccc(C=Nc2ccc(Nc3ccccc3)cc2)s1
compound no.	9	10	11	12	13	14	15	16
TDP1 cell noCPT	.	-19.1%	-4.9%	-0.6%	?	-8.8%	-15.7%	16.4µM*
N370S GC	-7.3%[12.8 µM]	-12.1%	-1.8%	-2.3%	-10.5%	1.3%	7.1%	-3.7%
TDP1 block	7.9%[21 µM]	0.0%	2.0%	.	5.4%	2.6%	-0.6%	0.0%

[17] CC(C)c1[nH]c(=O)c(C#N)c2c1COC(C)(C)C2
[18] O=C(NNC1=NCCC1)c1cccc(Br)c1
[19] COc1ccc(/C=N/NC(=O)c2ccc(NC(=O)c3cccc([N+](=O)[O-])c3)cc2)c(C(=O)O)c1OC
[20] Cc1ccccc1-n1ncc(C(C)NS(=O)(=O)c2sccc2C)c1C (stereo not given)
[21] OCCNc1ncnc2c1ncn2Cc1ccccc1
[22] CCOc1ccc(-c2cc3c(=O)n(Cc4nc(-c5cccc(OC)c5OC)oc4C)ccn3n2)cc1Cl
[23] CCOC(=O)/C(O)=C(\C#N)c1nc2ccccc2[nH]1
[24] CCOC(=O)C1CCN(S(=O)(=O)c2cccc(C(=O)Nc3ccccc3)c2)CC1
compound no.	17	18	19	20	21	22	23	24
TDP1 cell noCPT	-6.6%	-12.0%	-20.3%	?	-3.3%	-1.5%	-20.2%	-9.5%
N370S GC	18.4%	2.8%	-4.4%	-4.3%	0.4%[2.35 µM]	.	-4.3%	-11.9%
TDP1 block	0.0%	5.9%	.	3.2%	2.0%	0.9%	8.0%	0.7%

[25] Cc1ccc(C(=O)NC(=S)Nc2ccccc2C(F)(F)F)c(C)c1
[26] O=c1c2oc3ccccc3c2n(Cc2ccccc2)c(=O)n1Cc1ccco1
[27] CCc1ccc(CNC(=O)C(CC)n2nc(C)c3c(C)n(-c4ccccc4)nc3c2=O)cc1 (stereo not given)
[28] CCOC(=O)c1ccccc1NC(=S)N1CCN(C2CCCCC2)CC1
[29] O=C(NN=Cc1ccc(F)c(F)c1)c1ccc(NS(=O)(=O)c2cccs2)cc1
[30] O=C(NCCc1c[nH]c2ccccc12)N[C@@H](Cc1ccccc1)C(=O)O
[31] COc1cccc(C(=O)N(Cc2nc(-c3ccc(Cl)cc3)no2)C(C)C)c1OC
[32] CC(C)CCN1CCN(Cc2cccn2-c2cccnc2)CC1CCO (stereo not given)
compound no.	25	26	27	28	29	30	31	32
TDP1 cell noCPT	-19.1%	-21.0%	16.4µM*	?	-3.1%	-12.0%	20.6µM*	-21.6%
N370S GC	3.1%	.	.	-7.8%	.	1.7%	.	-19.9%
TDP1 block	1.2%	2.6%	5.6%	1.2%	2.5%	.	-1.2%	9.0%

Screen by screen, as entered above:
Nos. 25–32 in TDP1 block read 1.2%, 2.6%, 5.6%, 1.2%, 2.5%, ., -1.2%, 9.0%
Nos. 25–32 in TDP1 cell noCPT read -19.1%, -21.0%, 16.4µM*, ?, -3.1%, -12.0%, 20.6µM*, -21.6%

The list continues:
[33] O=C(CSc1ccccc1)NCc1ccc2c(c1)CCN2C(=O)c1ccc(F)cc1
[34] O=C(NN1C(=O)/C(=C/c2ccc(O)cc2)SC1=S)c1ccccc1O
[35] COc1ccc(O[C@H]2C=C[C@@H](c3ccccc3)O[C@H]2CO/N=C\C[C@@H]2C=C[C@H](OC(C)=O)[C@H](COC(C)=O)O2)cc1
[36] O=Cc1ccsc1B(O)O
[37] COc1ccc(CCC(=O)OCC(=O)Nc2sccc2C#N)cc1
[38] CCOC(=O)c1cn(Cc2cccc(Cl)c2)c2cc(C)nn2c1=O
[39] CCOc1ccc(C(=O)CCc2nc3ccccc3s2)cc1
[40] Cc1ccc(CNC(=O)[C@@H]2C[C@H]2[C@@H](NP(=O)(c2ccccc2)c2ccccc2)c2ccccc2)o1
compound no.	33	34	35	36	37	38	39	40
TDP1 cell noCPT	-19.9%	?	.	-0.8%	-16.1%	-22.8%	-17.6%	.
N370S GC	.	-3.9%	7.1%[12.8 µM]	5.5%	.	4.9%	17.7%	2.5%
TDP1 block	-1.5%	.	2.6%[21 µM]	2.1%	0.4%	2.9%	4.1%	8.1%

[41] COc1ccccc1CNC(=O)C1CCC(CNS(=O)(=O)c2ccc(NC(C)=O)cc2)CC1 (stereo not given)
[42] CC1=CC(=O)C=C/C1=C(/c1ccc(O)cc1C)c1ccccc1S(=O)(=O)O
[43] Cc1[nH]n2c(=O)c(C#N)c(-c3ccccc3)nc2c1-c1ccccc1
[44] CC(=O)Nc1cccc(NC(=O)CSc2ccc(C(F)(F)F)cc2[N+](=O)[O-])c1
[45] N#CC(C#N)=Cc1cn(-c2ncc(C(F)(F)F)cc2Cl)c2ccccc12
[46] C/C(=N\NS(=O)(=O)c1ccc([N+](=O)[O-])cc1)c1ccc2c(c1)OCO2
[47] CCNC(=O)C(=O)N/N=C/c1cc([N+](=O)[O-])ccc1O
[48] CC(CCCC(C)(C)O)NC(=O)c1cc(COc2ccc3ncccc3c2)on1 (stereo not given)
compound no.	41	42	43	44	45	46	47	48
TDP1 cell noCPT	-1.2%	-15.7%	-11.4%	-11.1%	-24.6%	12.6%	?	4.61µM*
N370S GC	-12.3%	.	-24.2%	10.5%	7.4%	-5.8%	-6.5%	-6.6%
TDP1 block	.	10.5%	7.6%	-9.8%	5.6%	7.3%[56.1 µM]	8.6%	-2.5%

[49] COc1ccc(C(=O)CCC(=O)Nc2cccc(Cl)c2)cc1
[50] CC(C)Cc1nc2oc3c(Cl)ncnc3c2c2c1CCC2
[51] O=c1c(-c2ccc(Cl)cc2)nc2cncnc2n1Cc1ccc(F)cc1
[52] COC(=O)CC(N)c1ccc(OC)c2ccccc12 (stereo not given)
[53] Cc1cc(Br)cc(C)c1OCC(=O)NNC(=O)CCC(=O)NCc1ccccc1
[54] CC1=C(C(=O)Nc2ccccc2C)C(c2ccccc2)NC(=O)N1 (stereo not given)
[55] COc1ccc(NC(=O)c2ccc3nc(C)sc3c2)cc1
[56] c1ccc2c(c1)OCCOCCOCCOCCOCCOc1ccccc1OCCOCCOCCO2
compound no.	49	50	51	52	53	54	55	56
TDP1 cell noCPT	5.3%	18.4µM*	1.3%	-5.2%	7.6%	-2.3%	-40.7%	14.6µM*
N370S GC	-6.6%	7.6%	6.3%	-1.8%	12.4%	8.1%	-0.2%	-15.0%
TDP1 block	5.3%	1.9%	.	0.5%	2.6%	2.6%	2.3%	2.5%

A different layout for some results above.
Second line of a record: TDP1 cell noCPT	N370S GC	TDP1 block
44	CC(=O)Nc1cccc(NC(=O)CSc2ccc(C(F)(F)F)cc2[N+](=O)[O-])c1
 : -11.1%	10.5%	-9.8%
54	CC1=C(C(=O)Nc2ccccc2C)C(c2ccccc2)NC(=O)N1 (stereo not given)
 : -2.3%	8.1%	2.6%
39	CCOc1ccc(C(=O)CCc2nc3ccccc3s2)cc1
 : -17.6%	17.7%	4.1%

The list goes on.
[57] CCNc1nc(NC(C)(C)C)nc(Oc2ccc(=O)n(C)n2)n1
[58] CCOc1ccc(NC(=O)c2cc(=O)[nH]c3ccccc23)cc1
[59] O=C(NCc1ccccc1)C1c2ccccc2Oc2ccccc21
[60] COc1ccc(S(=O)(=O)NCCC(C)C)cc1OC
[61] COC(=O)c1c(NC(=O)COC(=O)CC(NC(C)=O)c2ccccc2)sc(C)c1C (stereo not given)
[62] Fc1ccccc1Nc1ncnc2c1nc1n2CCCCC1
[63] Cc1cc(C)c(NC(=O)C[N+](C)(C)CC(O)COc2cccc3ccccc23)c(C)c1 (stereo not given)
[64] CC(NC(=O)CCn1nc(-c2ccc(Cl)cc2)ccc1=O)c1ccccc1 (stereo not given)
compound no.	57	58	59	60	61	62	63	64
TDP1 cell noCPT	-29.3%	0.5%	?	-10.8%	-18.5%	?	18.4µM*	5.0%
N370S GC	.	0.3%	-3.2%	0.8%	1.2%	.	?	-5.1%
TDP1 block	-1.1%	4.4%	-1.2%	5.4%	0.8%	6.2%	6.3%	2.6%

[65] COc1cccc(-n2c(=O)c3c(C)c(C)sc3n(CC(=O)NCCc3ccc(OC)c(OC)c3)c2=O)c1
[66] Cc1cc(=S)cc(C)n1CCCn1ccnc1
[67] COC(=O)C(/C=N/OCc1ccc([N+](=O)[O-])cc1)NC(=O)c1cccc(Cl)c1 (stereo not given)
[68] CCOP(=O)(OCC)C(Nc1ccccc1)c1cc(OC)ccc1OC (stereo not given)
[69] O=C(O)CSCC(=O)Nc1ccc(Br)c(C(F)(F)F)c1
[70] CCN1CCN(S(=O)(=O)c2cc(C(=O)O)ccc2Cl)CC1
[71] CCn1c(O)c(C=NC2CCCC2)sc1=S
[72] Cc1cccc(C(C)C)c1NC(=O)CSc1cccc[n+]1[O-]
compound no.	65	66	67	68	69	70	71	72
TDP1 cell noCPT	-13.2%	6.4%	-6.6%	?	-18.2%	13.7%	-21.2%	-3.3%
N370S GC	.	4.1%	-18.3%	12.4%	-15.2%	13.9%	?	.
TDP1 block	0.9%	2.1%	1.6%	0.0%	-1.2%	-1.4%	5.3%	1.1%

Four compounds picked at random from the list so far, as already listed:
[67] COC(=O)C(/C=N/OCc1ccc([N+](=O)[O-])cc1)NC(=O)c1cccc(Cl)c1 (stereo not given)
[66] Cc1cc(=S)cc(C)n1CCCn1ccnc1
[68] CCOP(=O)(OCC)C(Nc1ccccc1)c1cc(OC)ccc1OC (stereo not given)
[72] Cc1cccc(C(C)C)c1NC(=O)CSc1cccc[n+]1[O-]
compound no.	67	66	68	72
TDP1 cell noCPT	-6.6%	6.4%	?	-3.3%
N370S GC	-18.3%	4.1%	12.4%	.
TDP1 block	1.6%	2.1%	0.0%	1.1%

Next structures follow.
[73] O=C(N/N=C/c1ccncc1)c1cc2ccccc2o1
[74] O=C(Nc1ccc(-c2nc3ncccc3o2)cc1)c1ccc(Br)o1
[75] O=C(NC1CC(=O)N(c2cccc(F)c2)C1)N1CCN(C(=O)c2ccco2)CC1 (stereo not given)
[76] COc1ccc(/C(=N\Nc2ccccc2C(=O)O)c2ccccc2)cc1
compound no.	73	74	75	76
TDP1 cell noCPT	-7.2%	?	-0.8%	-1.5%
N370S GC	-7.2%	-2.8%	-1.4%	22.5%
TDP1 block	5.5%	.	6.3%	5.3%

Bioassay records from PubChem BioAssay.
